LEDGF integ inh: blocks HIV-1 LEDGF/p75-dependent DNA integration; TR-FRET IN-LEDGF/p75 DNA integration, Eu/Cy5; inhibition, % at 3.7 µM; 370,000 tested, 0.64% active;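 active = inhibition above the screen-wide mean plus 3 SD, cut at about 13% in these data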;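 also: signal is the Cy5 over europium emission ratio at 671 and 618 nm; 0% = plate median of compound wells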
ABHD4 inh: inhibitors of mouse ABHD4; purified mABHD4, FP-Rh probe fluorescence polarization; inhibition, % at 8.92 µM; 370,000 tested, 0.54% active; AID 720543;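 active = inhibition exceeding the mean over every tested compound plus 3 SD, cut at about 30% in these data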;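 also: 0% = plate median of compound wells and 100% = S159A mutant with DMSO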
Target sequence (Q8VD66 whole entry, looked up): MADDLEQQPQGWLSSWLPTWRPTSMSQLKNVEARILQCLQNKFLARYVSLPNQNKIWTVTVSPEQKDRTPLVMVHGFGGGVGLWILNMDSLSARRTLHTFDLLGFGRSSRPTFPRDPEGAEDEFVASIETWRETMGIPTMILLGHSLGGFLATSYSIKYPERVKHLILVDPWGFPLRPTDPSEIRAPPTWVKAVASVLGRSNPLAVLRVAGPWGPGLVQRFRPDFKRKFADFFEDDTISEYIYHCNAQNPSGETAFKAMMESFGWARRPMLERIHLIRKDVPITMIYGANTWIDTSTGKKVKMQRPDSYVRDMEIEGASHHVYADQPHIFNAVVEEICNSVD
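System: mouse ABHD4 enzyme, wild type / Medium: HEPES pH 7.0, NaCl, Pluronic buffer / Reagent: FP-Rh activity-based fluorescent probe / Control set: S159A mutant high control, sample median low control / Detection: fluorescence polarization with parallel and perpendicular emission, 525/598 nm / Schedule: 45 min + 60 min at 25 °C / Compound dosing: 8.92 µM, single dose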
PG9 binder: binds the HIV-1 gp120 antibody PG9; TR-FRET gp120-PG9 antibody binding; inhibition, % at 6.7 µM; 360,000 tested, 0.43% active; in the data active = inhibition above about 8.5%
TCR CD3 inh: blocks the human TCR-CD3 interaction | TAMRA-labeled TCR probe fluorescence, biochemical | inhibition, % at 9.4 µM | 360,000 tested, 0.37% active | AID 651800; in the data active = inhibition above about 19%;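 also: recombinant mutant TCR 2C K166C tagged with TAMRA read by polarization; 0% = receptor in buffer alone and 100% = receptor with positive control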
NR1D1 modulator: Rev-erb alpha (human) modulation; P20393; Rev-erbα–FITC-DNA binding, fluorescence polarization, 90 min; activity, % at 10 µM; 370,000 tested, 0.79% active; AID 1259318;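 active = activity above about 14%, limit read from the data; passing the limit was not always enough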;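 also: 0% = DMSO wells with 35 nM protein and 100% = DMSO wells with 750 nM protein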
Target sequence (P20393 whole entry, looked up): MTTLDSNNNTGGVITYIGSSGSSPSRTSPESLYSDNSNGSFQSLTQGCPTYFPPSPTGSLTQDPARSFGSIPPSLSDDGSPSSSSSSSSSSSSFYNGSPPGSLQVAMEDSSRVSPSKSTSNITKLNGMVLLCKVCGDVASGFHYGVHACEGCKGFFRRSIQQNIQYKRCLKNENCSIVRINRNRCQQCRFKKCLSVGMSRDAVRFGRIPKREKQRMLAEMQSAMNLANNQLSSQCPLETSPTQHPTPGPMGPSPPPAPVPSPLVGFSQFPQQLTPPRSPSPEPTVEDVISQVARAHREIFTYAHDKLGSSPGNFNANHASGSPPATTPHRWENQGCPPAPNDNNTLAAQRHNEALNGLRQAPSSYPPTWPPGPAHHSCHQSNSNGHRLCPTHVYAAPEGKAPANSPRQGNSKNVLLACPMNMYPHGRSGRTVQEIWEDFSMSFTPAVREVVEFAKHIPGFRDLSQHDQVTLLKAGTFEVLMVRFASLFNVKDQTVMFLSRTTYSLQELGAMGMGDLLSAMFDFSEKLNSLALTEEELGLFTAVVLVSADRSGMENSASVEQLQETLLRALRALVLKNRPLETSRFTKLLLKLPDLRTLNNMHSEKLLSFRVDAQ
HTRA1 inhibitor: HTRA1 (human) protease inhibition | Q92743 | recombinant HTRA1, FP-rhodamine activity-based probe, fluorescence polarization | inhibition, % at 5.96 µM | 340,000 tested, 0.5% active | AID 504803; in the data active = inhibition above about 36%;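 also: 0% = enzyme with DMSO and 100% = wells lacking enzyme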
MBD2 DNA inh: blocks human MBD2 binding to methylated DNA; TR-FRET, MBD2 binding to methylated oligonucleotide; inhibition, % at 4.4 µM; 370,000 tested, 0.31% active; in the data active = inhibition above about 13%
PRMT1 FP inh: inhibitors of human PRMT1 | 370,000 tested, 1.3% active | inhibition, % at 2.79 µM | Q99873 | AID 652257 | recombinant PRMT1, activity-based probe fluorescence polarization;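 active = inhibition above about 21% made by adding two undisclosed values, limit read from the data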
UHRF1 MBD2 ctr: blocks human UHRF1 binding to methylated DNA. Q96T88. AID 687016. 370,000 tested, 0.75% active. inhibition, % at 4.4 µM. UHRF1 binding to methylated oligo, TR-FRET; in the data active = inhibition above about 21%;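 also: UHRF1 SRA domain binding a hemimethylated CpG hairpin DNA probe; 0% = median of test compound wells and 100% = reference inhibitor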
rCAG RNA binder: r(CAG) repeat RNA binding | TO-PRO-1 dye displacement fluorescence | 370,000 tested, 1.3% active | inhibition, % at 3 µM;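 active = inhibition above the plate cutoff, the mean of all test compounds on that plate plus 3 SD, cut at about 35% in these data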;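 also: 0% = DMSO alone and 100% = 100 µM mitoxantrone as full dye displacement; higher means more dye released from RNA so lower well fluorescence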
* marks the source's active call; other numbers are inactive results; · = no result given. The list is partial, so the mix of outcomes need not match the whole.

compound	LEDGF integ inh	ABHD4 inh	PG9 binder	TCR CD3 inh	NR1D1 modulator	HTRA1 inhibitor	MBD2 DNA inh	PRMT1 FP inh	UHRF1 MBD2 ctr	rCAG RNA binder
CCOc1ncccc1C(=O)NCc1cccc(OC)c1	-2	0	-1.9	7	-9	0	2	-3	-3	2
COc1ccc(CCNC(=O)CSc2ncc(C(=O)Nc3ccccc3)c(=O)n2C)cc1	-1	2	-1.1	2	12	-3	-3	1	-2	-2
Cn1nc(C(=O)NCCc2ccc(Cl)cc2)c2c1-c1ccccc1S(=O)(=O)C2	2	-1	-0.9	-5	-2	-4	0	-2	4	0
Cc1ccc(NC(=O)c2cc(N(C)C)ccc2[P+](=O)O)cc1	-2	3	-3.9	-4	-6	1	-1	2	0	4
Cc1cccc(-n2nnnc2-c2cnccc2C(F)(F)F)c1C	0	1	0.5	-6	-3	0	0	5	-3	-4
NC(=O)Nn1c(CCC(=O)O)ccc1-c1ccc(Br)cc1	2	1	2.2	-2	-4	3	2	6	0	3
CCN(CC)S(=O)(=O)c1cc(C(=O)Nc2cc(C)on2)ccc1Cl	-1	-1	-1.7	-5	-4	-2	1	7	2	0
Cc1ccn(CCC(=O)N2CCCC(CCC(=O)NCc3ccc(F)c(F)c3)C2)n1 (stereo unspecified)	2	0	0.8	-3	-2	3	2	0	0	-6
CCOc1ccc(N(CC(=O)NCc2ccccc2Cl)S(=O)(=O)c2c(C)[nH]c(=O)[nH]c2=O)cc1	3	1	-1.1	-5	1	0	-2	-1	2	16
O=c1[nH]c(=O)n(-c2ccccc2)c2c1C(C(F)(F)F)(C(F)(F)F)N=C(CCC1CCCCC1)N2	1	-6	0.7	-5	4	4	-1	-2	5	-1
COc1cc2ccccc2cc1C(=O)NCc1ccncc1	-6	8	-1.2	-4	-4	-1	0	2	18	-1
CCCS(=O)(=O)N1CCC(C(=O)NCc2ccc3c(c2)OCO3)CC1	-7	5	1.7	4	-3	2	4	-1	-2	-1
NC(CCc1ccccc1)c1csc(Nc2ccc(C(F)(F)F)cn2)n1 (stereo unspecified)	4	25	2.5	-3	3	·	4	1	0	15
NC(=O)N/N=C/c1c(F)c(F)c(F)c(F)c1F	1	2	-3.9	-2	0	7	-4	-1	-3	-2
COc1cccc(NC(=O)CSc2ccc(-c3ccco3)nn2)c1	5	11	-4.0	7	3	-4	-2	42*	-6	17
N#C/C(=C\c1cn(-c2ccccc2)nc1-c1ccccc1)S(=O)(=O)c1ccccc1	-3	5	0.7	1	6	1	-11	-1	-1	-1
Cc1cc(C(=O)CN2C(=O)C(=O)N(Cc3ccccc3)C2=O)c(C)n1CC1COc2ccccc2O1 (stereo unspecified)	2	6	-0.6	-5	10	-11	-1	1	0	16
CCOc1ccc(S(=O)(=O)NCc2ccc3c(c2)OCO3)cc1	2	0	1.0	11	1	-3	-8	-5	3	4
O=C(NCc1ccc(C(=O)NC2CCCC2)cc1)c1cccc(Br)c1	6	-7	·	·	-5	·	1	-1	1	2
CC(C)CNC(=O)c1cc([N+](=O)[O-])ccc1N1CCOCC1	-1	-5	-0.3	-6	-5	2	-2	-1	5	0
Cc1[nH]c(=O)[nH]c(=O)c1CCSSCCc1c(C)[nH]c(=O)[nH]c1=O	-2	-9	0.8	0	2	·	7	14	3	1
O=c1cc(CO)oc2ccccc12	0	9	0.4	0	-2	-10	-2	-1	-2	5
CC(=O)N1CCN(C(=O)c2cccc(S(=O)(=O)N3CCN(c4ccc(F)cc4)CC3)c2)CC1	1	1	-0.5	-4	-2	3	1	2	1	-1
COc1cc(C=NNC(=O)c2ccccc2-n2cccc2)ccc1O	-1	8	-4.3	16	3	6	-3	-1	-1	5
C[C@H](CO)N1C[C@H](C)[C@@H](CN(C)Cc2ccc(Cl)c(Cl)c2)Oc2c(NC(=O)Cc3ccccc3)cccc2C1=O	3	-21	1.6	4	-2	-118	-2	2	0	6
COc1ccc(-c2nc3ccc(C(=O)NCCCN4CCOCC4)cc3nc2-c2ccc(OC)cc2)cc1	0	-9	0.2	1	0	-20	0	3	-1	3
Nc1nc2ccccc2n1/N=C/c1ccc2c(c1)OCO2	-4	-8	0.5	-8	2	·	2	4	-2	3
Cc1cc(-c2ccccc2)c(C#N)c(SCC(N)=O)n1	1	-4	-0.4	1	1	2	-1	-1	-1	-2
O=S(=O)(c1ccc2c(c1)OCCO2)N1CCC(c2nc3ccc(Cl)cc3[nH]2)CC1	1	-23	-2.2	9	-2	-42	-5	2	1	2
CCC(OC(=O)c1nsc(Cl)c1Cl)C(=O)NCCOC (stereo unspecified)	3	-2	0.5	1	-2	3	3	-3	2	0

Grouped by structure: the compounds so far containing a CF3 group (3)
compound	LEDGF integ inh	ABHD4 inh	PG9 binder	TCR CD3 inh	NR1D1 modulator	HTRA1 inhibitor	MBD2 DNA inh	PRMT1 FP inh	UHRF1 MBD2 ctr	rCAG RNA binder
Cc1cccc(-n2nnnc2-c2cnccc2C(F)(F)F)c1C	0	1	0.5	-6	-3	0	0	5	-3	-4
O=c1[nH]c(=O)n(-c2ccccc2)c2c1C(C(F)(F)F)(C(F)(F)F)N=C(CCC1CCCCC1)N2	1	-6	0.7	-5	4	4	-1	-2	5	-1
NC(CCc1ccccc1)c1csc(Nc2ccc(C(F)(F)F)cn2)n1 (stereo unspecified)	4	25	2.5	-3	3	·	4	1	0	15

Ordered by SMILES length (smallest number first): 3 of the compounds above
compound	LEDGF integ inh	ABHD4 inh	PG9 binder	TCR CD3 inh	NR1D1 modulator	HTRA1 inhibitor	MBD2 DNA inh	PRMT1 FP inh	UHRF1 MBD2 ctr	rCAG RNA binder
COc1cccc(NC(=O)CSc2ccc(-c3ccco3)nn2)c1	5	11	-4.0	7	3	-4	-2	42*	-6	17
CC(=O)N1CCN(C(=O)c2cccc(S(=O)(=O)N3CCN(c4ccc(F)cc4)CC3)c2)CC1	1	1	-0.5	-4	-2	3	1	2	1	-1
CCOc1ccc(N(CC(=O)NCc2ccccc2Cl)S(=O)(=O)c2c(C)[nH]c(=O)[nH]c2=O)cc1	3	1	-1.1	-5	1	0	-2	-1	2	16

(cont.)
Values run as follows: LEDGF integ inh	ABHD4 inh	PG9 binder	TCR CD3 inh	NR1D1 modulator	HTRA1 inhibitor	MBD2 DNA inh	PRMT1 FP inh	UHRF1 MBD2 ctr	rCAG RNA binder
Cn1cnnc1SCc1ccccc1[N+](=O)[O-]
→ 1	-2	1.9	-12	5	·	2	-3	-1	-2
O=C(CCS(=O)(=O)Cc1ccccc1)NCc1ccco1
→ 7	6	1.0	8	0	2	5	-2	16	-1
CC1=NN(C(=O)CSCc2ccccc2)C(O)(c2ccc(F)cc2)C1 (stereo unspecified)
→ 2	-1	-0.1	9	6	5	2	0	3	-4
CN1CCN(C(=O)c2ccc(CS(=O)(=O)c3c(Cl)cccc3Cl)o2)CC1
→ 2	-2	-2.7	5	-2	-6	4	-7	-1	5
CCc1sc(-c2ccccc2)nc1C(=O)OC
→ 2	-4	0.0	6	-1	2	-4	-1	1	-1
CCOC(=O)C1=C(C)N=C2SCCC(=O)N2[C@@H]1c1cccs1
→ -1	-7	-0.1	1	6	-2	4	3	2	-2
O=C(NCCCNC(=O)c1ccco1)c1ccco1
→ 5	-9	0.1	-1	1	0	2	0	3	1
CN(C)S(=O)(=O)c1ccc(NS(=O)(=O)/C=C/c2ccccc2)cc1
→ -2	3	0.9	-2	-3	-3	-4	4	0	13
CSC1=NC(C)(C)C=C(/C=C/c2c(Cl)cccc2Cl)N1
→ -1	-5	-1.4	-10	-6	-7	0	-2	5	-1
COc1ccccc1C(=O)NCCC(=O)N1CCN(c2ccccc2O)CC1
→ 5	3	-0.1	0	2	6	6	1	-1	7

(next part)
Values run as follows: LEDGF integ inh	ABHD4 inh	PG9 binder	TCR CD3 inh	NR1D1 modulator	HTRA1 inhibitor	MBD2 DNA inh	PRMT1 FP inh	UHRF1 MBD2 ctr	rCAG RNA binder
CC(=O)Nc1ccc(NC(=O)c2cc(S(=O)(=O)N3CCCCC3)ccc2N2CCOCC2)cc1
→ 2	-3	-2.4	4	-5	2	2	-2	0	1
CNc1ccc2ncc(-c3ccccc3NC(C)=O)n2n1
→ -2	1	0.8	11	-2	·	3	0	2	0
COc1ccc(S(=O)(=O)N2CCOCC2)cc1OC
→ -1	-3	-1.5	11	4	1	-2	-1	1	-2
Cc1cc(C(=O)COC(=O)Cc2n[nH]c(=O)c3ccccc23)c(C)n1-c1cccc(C(F)(F)F)c1
→ 30*	-14	1.3	7	5	-40	-4	0	2	6
CCOc1ccc2nc3sc(C(=O)N4CCN(C)CC4)c(N)c3cc2c1
→ -1	-1	-14	-3	1	-10	-7	13	-9	9
COc1cc(-c2nnc(COC(=O)C3c4ccccc4Oc4ccccc43)o2)cc(OC)c1OC
→ 3	-19	-0.3	-1	4	-8	1	3	-2	-2
CCCS(=O)(=O)c1ncc(Cl)c(C(=O)Nc2ccc(S(=O)(=O)Nc3ncccn3)cc2)n1
→ -1	-4	0.0	-4	1	-4	-4	20	1	4
CCCCOCCCNC(=O)C[C@@H]1C[C@@]2(C(=O)OCC)CCCC=C2N(Cc2ccco2)C1=O
→ 2	-6	-0.8	7	3	·	-9	-5	0	-1
CCOc1cccc2cc(C(=O)NCc3ccc(C)cc3)c(=N)oc12
→ -1	2	6.3	-4	-4	-7	-5	1	-3	-3
CSCCC1NC(=O)N(CC(=O)Nc2cccc(S(=O)(=O)N3CCCCCC3)c2)C1=O (stereo unspecified)
→ -2	-6	0.2	-2	1	-17	-4	-4	2	8

Going on with the list:
Values run as follows: LEDGF integ inh	ABHD4 inh	PG9 binder	TCR CD3 inh	NR1D1 modulator	HTRA1 inhibitor	MBD2 DNA inh	PRMT1 FP inh	UHRF1 MBD2 ctr	rCAG RNA binder
CCC(C)Sc1cccc(-c2nc3cnccn3c2NC2CCCCC2)c1 (stereo unspecified)
→ 0	13	2.9	3	6	-44	-4	6	-2	4
COC(=O)[C@]1(C)CCC[C@@]2(C)C3CC[C@@]4(C)C[C@]3(CCC21)CC4=NO (stereo partly specified)
→ 2	-4	0.4	10	17*	-17	4	-2	2	-9
CCOc1ccc(C(=O)NCC(=O)OC2CCOC2=O)cc1OCC (stereo unspecified)
→ 3	-5	-0.2	3	-3	8	-2	-2	-2	3
CCOc1ccc(OCC)c(C2C(C#N)=C(N)N(c3cccnc3)C3=C2C(=O)CC(C)(C)C3)c1 (stereo unspecified)
→ 0	-2	-0.2	11	-2	-5	-2	-1	0	-6
COCCNC(=O)CCSCc1ccccc1F
→ 1	8	-2.0	1	-1	2	-4	4	8	1
O=C(CN1CCCCC1)NC(=O)NCc1ccccc1
→ 2	-5	0.9	0	-2	3	3	-2	3	-5

Source: PubChem BioAssay (several laboratories)
